Screening data: PubChem, Sanford-Burnham Center for Chemical Genomics
Jurkat NFkB inh = lowers PMA/ionomycin-induced NF-kB signal in Jurkat cells; PMA/ionomycin-induced NF-kB luciferase reporter, luminescence; inhibition, % at 4 µM; hit rate 0.53% among 330,000; AID 435003
CCR6 antag = blocks CCL20-driven beta-arrestin recruitment at human CCR6. P51684. CHO-K1 CCR6 PathHunter beta-arrestin, luminescence, CCL20-stimulated. inhibition, % at 20 µM. hit rate 0.49% among 340,000. AID 493098;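 active means compounds whose inhibition of the agonist-driven luminescence signal at 20 µM reaches about 50%, limit read from the data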;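 further: cells stimulated with CCL20 at 14 nM final; plate controls were DMSO with CCL20 for no effect and DMSO without agonist for full effect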
SENP8 block = blocks the human protease SENP8; purified SENP8, Z-RLRGG-aminoluciferin cleavage, luminescence; Q96LD8; inhibition, % at 10 µM; hit rate 1.2% among 330,000
Gli-Sufu block = Gli-Sufu pathway antagonism; inhibition, % at 5 µM; hit rate 0.74% among 340,000; Sufu-KO-LIGHT fibroblasts, Gli luciferase reporter luminescence;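 active means inhibition above about 55%, limit read from the data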;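 further: 0% = DMSO-treated cells and 100% = wells with medium but no cells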
EBI2 antag = blocks human EBI2 receptor beta-arrestin signaling | EBI2 beta-arrestin recruitment, luminescence, 7a,25-OHC stimulated | inhibition, % at 5 µM | hit rate 0.81% among 360,000 | AID 651636; in the data active means inhibition above about 38%;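 further: enzyme fragment complementation signal reports receptor beta-arrestin coupling in cells; 0% = agonist plus DMSO wells and 100% = wells without agonist; some results beyond the cut were filed as inactive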
697 NFkB inh = inhibitors of the PMA/ionomycin-induced NF-kB reporter in 697 B cells | inhibition, % at 4 µM | 697 B-cell NF-kB luciferase reporter, 16 h | hit rate 0.33% among 330,000; in the data active means inhibition above about 35%
UBC13 polyUb = human UBC13 polyubiquitination inhibition. UBC13 polyubiquitin chain formation, TR-FRET. hit rate 0.47% among 330,000. P61088. inhibition, % at 20 µM; in the data active means inhibition above about 45%, passing the limit was not always enough
Apaf-1 inh = blocks human Apaf-1 apoptosome activity; reconstituted apoptosome caspase-3 activity, DEVD-Rh110 fluorescence; inhibition, % at 20 µM; AID 489030; O14727; hit rate 0.71% among 330,000; active means inhibition of at least 40% at 20 µM;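 further: plate controls were DMSO wells for no effect and DEVD-CHO caspase inhibitor wells for full effect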
Target sequence (O14727 whole entry, looked up): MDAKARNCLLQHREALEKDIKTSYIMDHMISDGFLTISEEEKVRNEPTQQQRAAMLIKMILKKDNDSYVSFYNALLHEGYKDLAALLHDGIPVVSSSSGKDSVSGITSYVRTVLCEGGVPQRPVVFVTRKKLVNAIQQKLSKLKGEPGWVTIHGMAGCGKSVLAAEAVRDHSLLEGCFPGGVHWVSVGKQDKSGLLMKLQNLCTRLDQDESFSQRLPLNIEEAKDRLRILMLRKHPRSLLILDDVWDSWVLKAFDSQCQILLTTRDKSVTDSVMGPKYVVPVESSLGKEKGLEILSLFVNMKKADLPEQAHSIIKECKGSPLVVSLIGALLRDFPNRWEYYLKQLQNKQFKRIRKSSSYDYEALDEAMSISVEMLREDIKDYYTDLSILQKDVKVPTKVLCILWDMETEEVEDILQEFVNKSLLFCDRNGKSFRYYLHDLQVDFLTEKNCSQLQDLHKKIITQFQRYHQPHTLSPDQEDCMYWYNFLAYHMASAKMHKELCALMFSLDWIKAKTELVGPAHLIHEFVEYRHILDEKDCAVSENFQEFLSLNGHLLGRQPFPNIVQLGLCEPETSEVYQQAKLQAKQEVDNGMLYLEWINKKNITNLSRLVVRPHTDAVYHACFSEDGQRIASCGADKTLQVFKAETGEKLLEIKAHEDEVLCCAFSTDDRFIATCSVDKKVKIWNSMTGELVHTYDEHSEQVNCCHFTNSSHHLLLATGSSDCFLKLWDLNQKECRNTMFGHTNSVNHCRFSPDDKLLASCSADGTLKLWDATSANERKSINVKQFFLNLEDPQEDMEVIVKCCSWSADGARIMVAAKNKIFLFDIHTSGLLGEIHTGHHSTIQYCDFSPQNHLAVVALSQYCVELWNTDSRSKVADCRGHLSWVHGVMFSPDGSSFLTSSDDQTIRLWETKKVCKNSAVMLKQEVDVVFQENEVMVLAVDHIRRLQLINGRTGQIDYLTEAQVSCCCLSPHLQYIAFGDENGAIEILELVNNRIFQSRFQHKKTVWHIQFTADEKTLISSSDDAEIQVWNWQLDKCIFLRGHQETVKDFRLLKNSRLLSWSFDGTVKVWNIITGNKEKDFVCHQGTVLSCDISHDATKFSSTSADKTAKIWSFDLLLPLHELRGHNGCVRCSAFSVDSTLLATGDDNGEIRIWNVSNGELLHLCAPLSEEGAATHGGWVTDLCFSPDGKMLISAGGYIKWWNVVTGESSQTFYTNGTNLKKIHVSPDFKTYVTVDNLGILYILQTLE
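System: reconstituted apoptosome with Apaf-1, cytochrome c, caspase-9, procaspase-3, dATP; Signal: Rh110 fluorescence intensity; Schedule: 30 min compound preincubation, 50 min activation, room temperature; Reagent: cytochrome c trigger plus (Z-DEVD)2-Rh110 caspase-3 substrate.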
Numbers without * were called inactive; . = no result given; & = joins results of further samples. Unless noted, no stated cut-off is given here; in the data, active means inhibition above about 50%; inactive means the rest. Only part of the results is shown (hit frequency here may not be typical).

SMILES	Jurkat NFkB inh	CCR6 antag	SENP8 block	Gli-Sufu block	EBI2 antag	697 NFkB inh	UBC13 polyUb	Apaf-1 inh
C=CCn1c(SCC(=O)NC(N)=O)nnc1-c1cc2c(s1)CCC(CC)C2 (centres undefined)	-24	11	-2	-6	-8	25	6	18
COC(=O)Cc1ccc(OCC(=O)Nc2ccc(OC(F)(F)F)cc2)cc1	10	23	4	-1	-2	3	7	6
COc1cc(Cn2ccnc2)c(OC)cc1Cn1ccnc1	2	-2	-4	8	-5	0	5	-9
Cc1ccc(C)n1-c1sc2c(c1C#N)CCCC2	17	15	-1	4	10	-23	0	9
CCNC(=S)N1CCCC(C(N)=O)C1 (centres undefined)	0	7	-1	7	0	9	3	4
Cc1ccc(S(=O)(=O)CCc2nnc(NC(=O)COc3cccc(C)c3)s2)cc1	-3	9	5	10	5	2	-2	-1
COc1ccc(NC(=O)C(c2ccc(C)cc2)N(C)C(=O)Cc2cccs2)cc1 (centres undefined)	-8	11	-10	7	7	7	-5	17
O=C(NCc1cccnc1)c1cccs1	18	2	8	7	-6	3	4	-17
C=CCNC(=S)NNC(=O)c1cccc2ccccc12	-3	2	-8	2	-9	-16	-21	-2
COc1ccc(/C=N/NC(=O)c2ccc(-c3ccccc3)cc2)cc1O	8	-15	-6	-7	12	23	5	-9
CC1=C(C(=O)Nc2ccccc2)C(c2ccncc2)C(C#N)=C(SCC(=O)Nc2ccccc2)N1 (centres undefined)	15	-6	0	6	11	11	2	6
Cc1cc(C)n2ncc(/C(N)=N/OC(=O)c3ccccc3F)c2n1	-69	-21	8	-48	-7	-111	3	-24
CC1=C(C(=O)OCc2ccccc2)C(c2cccnc2)c2c(n(C)c(=O)n(C)c2=O)N1 (centres undefined)	-33	15&11	0	8&6	1&-2	-29	-17	3
CNc1ccc(/C=C(\C#N)c2ccccn2)cc1[N+](=O)[O-]	-195	9	0	-41	5	-59	-54	-14
O=C(NCc1ccco1)C1OCCc2ccccc21 (centres undefined)	7	-2	1	3	4	8	-6	-8
CC(=O)c1c[nH]c(C(=O)NCc2ccccc2Cl)c1	8	11	-4	1	-22	8	4	0
O=C1OC(c2ccc3c(c2)OCO3)N(C(=O)c2ccc(Cl)c(Cl)c2)c2ccccc21 (centres undefined)	-17	-11	8	-11	16	-101	-4	15
CCC(C)CCCCCCCCCCC(=O)O (centres undefined)	7	0	44	-6	1	7	-3	7
Nc1cc2c([N+](=O)[O-])cccc2o1	-2	21	6	5	0	5	-242	-1
CCOc1ccc(Nc2nc(N)c3ccccc3n2)cc1	-55	-12	96*	-18	6	-159	8	-3
Cc1c(C(=O)NNS(=O)(=O)c2ccccc2Cl)sc(=S)n1C	-11	-2	-12	43	-2	-15	-14	5
Cc1cccc(N2N=C(C(=O)OCC(=O)c3ccccc3)CCC2=O)c1	2	10	5	3	8	0	-1	-7
Clc1ccc(C2=Nn3c(nnc3-c3cccs3)SC2)cc1	8	11	1	15	5	20	4	5
O=C(O)CCCN1C(=O)/C(=C/c2ccc(-c3nc4ccccc4s3)o2)SC1=S	11	35	-7	-117	53*	-1	-141	-406
COc1ccccc1OCC(=O)Nc1c2c(nn1-c1ccccc1)CS(=O)(=O)C2	-14	7	-4	4	1	-12	-5	3
CSCC[C@H](NC(=O)OC(C)(C)C)C(=O)N1CCC(C(=O)N[C@@H](C)C(=O)NCc2ccc(F)cc2)CC1	7	-1	1	4	-1	4	4	-11
COc1ccc(NC2CCCN(Cc3cccc4cnccc34)C2)cc1 (centres undefined)	9	22	2	-1	-7	-19	4	-18
O=S(=O)(NCCN1CCOCC1)c1ccc(Oc2ccccc2Cl)cc1	24	10	5	-1	-5	-9	-2	6
COc1ccccc1CC(=O)N(CCC1=CCCCC1)c1c(N)n(Cc2ccccc2)c(=O)[nH]c1=O	14	3	3	5	13	5	-2	9
CC(NCc1ccc([N+](=O)[O-])cc1)C1COc2ccccc2O1 (centres undefined)	26	6	-1	-1	-6	-14	3	6
CN(C)c1ccc(NC(=O)COC(=O)c2cc(=O)c3ccccc3o2)cc1	-18	-2	0	4	-10	-22	-6	-4
CN(C)c1ccc(CNC(=O)C2CCN(S(=O)(=O)c3ccc4c(c3)CCCC(=O)N4)CC2)cc1	2	6	-1	-10	5	16	2	-11
Cc1ccc(OCc2cc(C(=O)NC3CCc4ccccc43)no2)cn1 (centres undefined)	16	3	1	28	-6	-11	0	17
CSc1cccc(NC(=O)c2ccccn2)c1	-76	.	41	.	.	-68	3	1
CCC(=O)NC1=C(C#N)C2(CCCC2)Cc2ccccc21	-6	-29	-4	0	30	1	0	-4
Cn1c(O)c(N=Nc2ccc(F)cc2)c2ccccc21	-9	17	-7	9	8	-11	-2	25
CN(Cc1ccccc1)C(=O)c1cc2cc(F)ccc2[nH]1	-14	10	9	-5	55*	7	11	11
CC(C)CCNC(=O)CSc1nc2ccccc2c(=O)[nH]1	9	-1	-4	6	7	18	12	-24
COCCNC(=O)CCC(=O)NNc1nc2ccccc2c2nc(-c3ccccc3)nn12	-13	21	-12	-2	0	-1	-4	7
CCOc1ncccc1C(=O)OCC(=O)NCc1cccs1	-17	11	-1	-8	-4	12	8	-3
Cc1cccc(N(CC(=O)NCCSc2nc3ccccc3s2)S(=O)(=O)c2ccccc2)c1	-2	.	-1	.	.	-3	1	24
COc1cccc(CNC(=O)C(Cc2ccccc2)n2cccc2)c1 (centres undefined)	3	11	2	8	-3	-1	-6	15
CCCC(=O)Nc1c(-c2ccccc2)c(=O)c(C)nn1-c1ccccc1	16	7	-9	3	-5	6	-3	-1
CS(=O)(=O)N1CCc2cc(C(=O)OCC(=O)c3ccccc3)ccc21	-25	1	-14	-34	-5	-47	4	14
O=C(O)c1cccc(S(=O)(=O)N2CCOCC2)c1	6	-8	3	-18	-1	13	8	-14
COc1ccc(NC(=O)CSCc2ccc([N+](=O)[O-])cc2)cc1OC	-13	7	1	-19	-9	4	-5	-35
Cc1ccc(N2C(=O)N(CC(=O)Nc3ccccc3C(F)(F)F)C(=O)C2C)cc1 (centres undefined)	6	-2	-3	-12	0	-5	8	2
CCOc1ccc(NC(=O)CCC(=O)NNS(=O)(=O)c2ccccc2[N+](=O)[O-])cc1	1	-4	-2	-5	4	-2	0	-7
COCCN1C(=O)C(=O)/C(=C(/O)c2ccc(S(=O)(=O)N3CCOCC3)cc2)C1c1ccc(O)c(OC)c1 (centres undefined)	-2	8	5	-10	4	-5	-4	-5
Cc1ccnc(NC(=O)CNC(=O)Cc2cccc3ccccc23)c1	-67	3	-9	17	-6	-41	-7	12
COc1ccc(OC2OC3COC(C)(C)OC3C(O)C2NC(C)=O)cc1 (centres undefined)	14	1	2	-1	3	10	3	-15
Cn1c(=O)[nH]c2cc3ccccc3cc21	-12	-3	-2	8	-4	21	-4	9
CC(=O)C1=C(C)NC(SCc2cccc([N+](=O)[O-])c2)=C(C#N)C1c1ccco1 (centres undefined)	8	18	-2	6	3	4	-1	11
CC(C)(C)OC(=O)N[C@H](C(=O)OC(C)(C)C)c1ccc(C(F)(F)F)cc1	7	20	0	0	4	6	2	16
CN1CCN(C(=O)CCc2nc3ccccc3n2-c2ccccc2)CC1	0	5	-2	-11	-6	19	2	2
Cc1cccnc1NC(=O)CCNC(=O)c1ccccc1Cl	-29	-13	-6	-1	-11	-19	3	16
Cc1ccc(S(=O)(=O)N(C)CC(=O)O/N=C(\N)c2cccc(Br)c2)cc1	7	-18	7	6	10	-2	-6	13
O=C(NNC(=O)c1cccc(Cl)c1)NNC(=O)c1cccc(Cl)c1	5	4	-2	53	0	-3	9	-5
Cc1n[nH]c(=O)c2c(NC(=O)COC(=O)Cc3ccc(Cl)cc3Cl)oc(C)c12	-1	-1	5	-4	5	11	-5	2
COc1ccc(S(=O)(=O)N2CCCCC2)cc1NC(=O)Cn1cnc2ccccc2c1=O	14	11	-1	29	-8	-1	2	2

Among those listed so far, these have a tert-butyl group.
SMILES	Jurkat NFkB inh	CCR6 antag	SENP8 block	Gli-Sufu block	EBI2 antag	697 NFkB inh	UBC13 polyUb	Apaf-1 inh
CSCC[C@H](NC(=O)OC(C)(C)C)C(=O)N1CCC(C(=O)N[C@@H](C)C(=O)NCc2ccc(F)cc2)CC1	7	-1	1	4	-1	4	4	-11
CC(C)(C)OC(=O)N[C@H](C(=O)OC(C)(C)C)c1ccc(C(F)(F)F)cc1	7	20	0	0	4	6	2	16

The list continues:
SMILES	Jurkat NFkB inh	CCR6 antag	SENP8 block	Gli-Sufu block	EBI2 antag	697 NFkB inh	UBC13 polyUb	Apaf-1 inh
O=C(COc1ccc(Br)cc1)N1CCc2ccccc2C1	-5	17	-6	15	58*	12	-2	-2
COc1ccc(OC)c(Nc2ccc(Nc3cc(OC)ccc3OC)nn2)c1	3	6	-2	9	-2	21	-1	-12
Cc1ccsc1C(=O)OCC(=O)N(C)c1c(N)n(Cc2ccccc2)c(=O)[nH]c1=O	-4	0	12	2	-1	9	8	-1
Cc1ccc(C(=O)N2CCN(Cc3ccc4c(c3)OCO4)CC2)o1	3	18	8	-7	-4	9	4	-7
CC(C)CNC(=O)CN(C1CCCCC1)S(=O)(=O)c1ccccc1	-8	3	-2	3	-11	1	0	1
Cc1ccccc1OCC(=O)OCC(=O)Nc1cc(S(C)(=O)=O)ccc1Cl	-10	4	5	-4	-6	18	6	4
NC(=O)CC(NC(=O)c1ccc(Br)cc1)c1ccc(N2CCC(Cc3ccccc3)CC2)c([N+](=O)[O-])c1 (centres undefined)	27	16	4	50	-7	-2	-20	12
CC(O)CN1CC(O)=C(c2nc3ccccc3s2)C1=N (centres undefined)	-19	-3	-3	17	-10	-11	-11	0
O=C1C(C=NC2CC2)=C(O)c2ccccc21	-4	12	1	-22	-6	-15	-10	5
CCOC(=O)C1=C(C)NC(=O)NC1c1ccc(OC(=O)c2ccco2)cc1 (centres undefined)	9	-20	-4	10	-27	20	9	-3
O=c1[nH]nc(SCc2ccccc2Cl)n1-c1ccc2c(c1)OCCO2	17	7	-1	8	-2	10	4	-2
Cc1cc(-n2c(C)cc(C(=O)COc3ccc(Cl)cc3C(N)=O)c2C)no1	-5	19	-8	13	16	-2	-10	-4
COCCCNC(=S)Nc1cc2oc3ccccc3c2cc1OC	37	11	-8	10	7	-18	13	12
Cc1ccc(C(=O)Oc2cccc(NC(=O)c3ccco3)c2)cc1S(=O)(=O)N1CCC(C)CC1	-19	7	0	-5	11	-36	-18	32
O=C(CN1CCN(c2ccccn2)CC1)NCc1cccs1	9	7	4	-2	-1	-5	1	1

Only CCR6 antag (two entries from above):
mol	CCR6 antag
Cc1cccnc1NC(=O)CCNC(=O)c1ccccc1Cl	-13
CC(O)CN1CC(O)=C(c2nc3ccccc3s2)C1=N (centres undefined)	-3

Full records, quoted from the list:
`O=c1[nH]nc(SCc2ccccc2Cl)n1-c1ccc2c(c1)OCCO2` as listed: Jurkat NFkB inh = 17; CCR6 antag = 7; SENP8 block = -1; Gli-Sufu block = 8; EBI2 antag = -2; 697 NFkB inh = 10; UBC13 polyUb = 4; Apaf-1 inh = -2
`O=C1C(C=NC2CC2)=C(O)c2ccccc21` as listed: Jurkat NFkB inh = -4; CCR6 antag = 12; SENP8 block = 1; Gli-Sufu block = -22; EBI2 antag = -6; 697 NFkB inh = -15; UBC13 polyUb = -10; Apaf-1 inh = 5

Later entries
SMILES	Jurkat NFkB inh	CCR6 antag	SENP8 block	Gli-Sufu block	EBI2 antag	697 NFkB inh	UBC13 polyUb	Apaf-1 inh
OCCNC(=S)Nc1ccc(Oc2ccccc2)cc1	0	-4	-4	-3	-5	13	13	1
O=C(CCN1N=C(c2ccccc2)CCC1=O)NC1CCCC1	18	4	4	9	-3	8	4	-2
Cc1cc(NS(=O)(=O)c2ccc3c(c2)OCCO3)no1	2	9	-3	13	-16	-5	-2	-18
Nc1nc2ccccc2n1C(=O)c1ccc(F)cc1	-124	17	78*	-61	7	-135	2	3
COC(=O)C(F)(Sc1c(C)n(C)n(-c2ccccc2)c1=O)C(F)(F)F (centres undefined)	5	3	-9	6	-16	-3	1	-27
COCCNC(=O)/C(C#N)=C/c1ccc(SC)cc1	0	-6	-5	0	-4	3	-8	-3
O=C(NS(=O)(=O)c1ccccc1)c1ccccc1O	-12	0	-9	-4	-6	3	-3	-1
